Rv3671c inh – Rv3671c serine protease inhibitors, primary screen, biochemical, fluorescence polarization, M. tuberculosis H37Rv | 320,000 compounds, 0.048% hits | inhibition, % at 5.96 µM | P9WHR9; in the data active = inhibition above about 38%;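 note: extracellular domain of Rv3671c used as enzyme; 0% = enzyme with DMSO and 100% = no enzyme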
BioA inh – M. tuberculosis BioA enzyme inhibitors, primary screen, biochemical, plate reader, single point, HTS; 7,8-diaminopelargonic acid synthase BioA (Mycobacterium tuberculosis); purified M. tuberculosis BioA enzyme; inhibition, % at 9.99 µM; 360,000 compounds, 0.096% hits; AID 602481, 2012; in the data active = inhibition above about 40%; inconclusive = no clear call, values can overlap the other calls
CCHFV vOTU inh – CCHFV vOTU protease inhibitors, primary screen, biochemical, Pep-AMC substrate, fluorescence | Crimean-Congo hemorrhagic fever virus L polyprotein viral ovarian tumor (vOTU) protease … | inhibition, % at 11.5 µM | 370,000 compounds, 0.55% hits | AID 651958, 2012; note: 0% = vehicle wells with enzyme and 100% = no enzyme wells
DUSP3 inh – VHR1 phosphatase inhibitors, primary screen, biochemical, absorbance, uHTS; Dual specificity protein phosphatase 3 (Homo sapiens), P51452; recombinant VHR phosphatase, pNPP absorbance; inhibition, % at 13.3 µM; 290,000 compounds, 0.52% hits; AID 1654, 2009; in the data active = inhibition above about 50%; note: some compounds called inactive have numbers as strong as hits
Target sequence (P51452 whole entry, looked up): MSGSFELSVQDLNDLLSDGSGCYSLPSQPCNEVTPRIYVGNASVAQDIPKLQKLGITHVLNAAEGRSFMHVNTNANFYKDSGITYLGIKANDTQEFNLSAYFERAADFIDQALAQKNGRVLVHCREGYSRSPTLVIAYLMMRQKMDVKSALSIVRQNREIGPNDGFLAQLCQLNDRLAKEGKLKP
BoNT-F LC inh – BoNT/F light chain protease inhibitors, primary screen, biochemical, flow cytometry, MLPCN library. Botulinum neurotoxin type F light chain protease (Clostridium botulinum). Multiplex microsphere protease cleavage assay. inhibition, % at 10 µM. 360,000 compounds, 0.22% hits. AID 588497, 2011; in the data active = inhibition above about 35%, passing the limit was not always enough; inconclusive = no clear call, values can overlap the other calls; note: plate controls were buffer without enzyme for full effect and enzyme alone for no effect
MazF activator – activators of E. coli MazEF toxin-antitoxin RNase, primary screen, biochemical, fluorescence, uHTS. Endoribonuclease toxin MazF (Escherichia coli (strain K12)), P0AE70. FAM/BHQ RNA-DNA oligo cleavage fluorescence, 5 h. activation, % at 20 µM. 350,000 compounds, 0.32% hits; in the data active = activation above about 50%
Target sequence (P0AE70 whole entry, looked up): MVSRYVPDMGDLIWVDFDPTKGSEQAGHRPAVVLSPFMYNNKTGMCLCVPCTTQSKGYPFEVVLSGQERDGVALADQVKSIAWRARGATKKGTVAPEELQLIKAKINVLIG
FBA Mtb inh – Mtb FBA enzyme inhibitors, primary screen, biochemical, fluorescence, strain H37Rv; Fructose-bisphosphate aldolase (Mycobacterium tuberculosis (strain ATCC 25618 / H37Rv)), …; purified M. tuberculosis FBA, fluorescence read-out; inhibition, % at 1 µM; 360,000 compounds, 2.3% hits; AID 588726, 2011; in the data active = inhibition above about 27%;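 note: 0% = vehicle and 100% = reference inhibitor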
Target sequence (P9WQA3 whole entry, looked up): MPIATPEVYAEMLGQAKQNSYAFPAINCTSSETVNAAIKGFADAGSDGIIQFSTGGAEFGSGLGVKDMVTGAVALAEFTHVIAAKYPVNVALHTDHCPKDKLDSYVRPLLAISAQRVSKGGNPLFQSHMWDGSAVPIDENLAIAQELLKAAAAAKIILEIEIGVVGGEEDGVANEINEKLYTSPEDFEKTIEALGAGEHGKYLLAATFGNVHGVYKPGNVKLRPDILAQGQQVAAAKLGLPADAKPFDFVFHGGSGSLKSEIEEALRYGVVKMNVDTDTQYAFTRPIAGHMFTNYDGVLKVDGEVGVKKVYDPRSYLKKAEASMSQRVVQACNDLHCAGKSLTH
FadD28 binding – inhibitors of FadD28 bisubstrate probe binding, primary screen, biochemical, fluorescence polarization, single point. 360,000 compounds, 0.22% hits. AID 588549, 2011. inhibition, % at 12.5 µM; in the data active = inhibition above about 8.5%, passing the limit was not always enough; inconclusive = no clear call, values can overlap the other calls
GDH-TPI counter – GDH-TPI coupling enzyme inhibitors, primary screen, artefact control for M. tuberculosis FBA inhibitor project, biochemical, absorbance, full deck | AID 588335, 2011 | GDH-TPI coupled enzyme counterscreen, NADH absorbance | 360,000 compounds, 1.2% hits | inhibition, % at 4.8 µM;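 note: 0% = DMSO wells and 100% = wells lacking the enzyme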
UGM FP inh – M. tuberculosis UGM enzyme inhibitors, primary screen, biochemical, fluorescence polarization, single point; UDP-galactopyranose mutase (Mycobacterium tuberculosis (strain ATCC 25618 / H37Rv)), …; purified UGM, fluorescence polarization probe displacement; inhibition, % at 10 µM; 320,000 compounds, 0.06% hits; AID 504406, 2011; in the data active = inhibition above about 10%, passing the limit was not always enough; inconclusive = no clear call, values can overlap the other calls
Target sequence (P9WIQ1 whole entry, looked up): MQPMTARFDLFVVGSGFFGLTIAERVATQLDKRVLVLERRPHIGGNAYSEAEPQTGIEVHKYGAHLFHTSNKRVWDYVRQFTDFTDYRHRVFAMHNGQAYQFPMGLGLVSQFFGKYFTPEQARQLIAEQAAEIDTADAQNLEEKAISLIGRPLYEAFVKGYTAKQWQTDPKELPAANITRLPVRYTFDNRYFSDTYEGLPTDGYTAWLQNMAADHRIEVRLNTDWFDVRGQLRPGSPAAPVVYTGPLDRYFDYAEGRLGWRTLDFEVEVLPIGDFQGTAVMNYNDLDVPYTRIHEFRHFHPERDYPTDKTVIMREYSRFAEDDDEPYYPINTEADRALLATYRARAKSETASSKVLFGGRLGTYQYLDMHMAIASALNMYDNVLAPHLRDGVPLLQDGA
* marks the source's active call; other numbers are inactive results. Cut-off read from the data, not from the text of the source, unless noted: active = inhibition above about 30%; inactive = the rest.

What do the screens show for `CC(=O)Oc1ccc(C(=O)Nc2cccc3c2CCCC3)cc1`?
Rv3671c inh: -2; BioA inh: 6.1; CCHFV vOTU inh: -4; DUSP3 inh: 12; BoNT-F LC inh: -11; MazF activator: 3; FBA Mtb inh: -2; FadD28 binding: -0.5; GDH-TPI counter: 13; UGM FP inh: -1.1

How did Cc1c(C(=O)N2CCCCCC2)c(S(=O)(=O)Nc2cccc(F)c2)c(C)n1C do in these assays?
Rv3671c inh: 2; BioA inh: 10; CCHFV vOTU inh: 7; DUSP3 inh: 13; BoNT-F LC inh: 4; MazF activator: 10; FBA Mtb inh: -2; FadD28 binding: -3.9; GDH-TPI counter: -3; UGM FP inh: -0.4

Results for CCCC1=C(C(=O)OCC)C(c2cccnc2)n2nc(C)nc2N1 (stereo not given) ?
Rv3671c inh: -1; CCHFV vOTU inh: -13; DUSP3 inh: 19; BoNT-F LC inh: 2; MazF activator: 4; FBA Mtb inh: 1; FadD28 binding: -1.4; GDH-TPI counter: 4; UGM FP inh: 0.9

What do the screens show for `NS(=O)(=O)c1ccc(CNC(=O)C2CCCCC2)cc1`?
Rv3671c inh: -16; CCHFV vOTU inh: 2; DUSP3 inh: 30; BoNT-F LC inh: 1; MazF activator: 3; FBA Mtb inh: 0; FadD28 binding: -2.3; GDH-TPI counter: 7; UGM FP inh: 4.8

How did COc1cccc(/C=N/Nc2nc(N3CCCC3)nc(N3CCCC3)n2)c1O do in these assays?
Rv3671c inh: 3; BioA inh: -2.8; CCHFV vOTU inh: -12; DUSP3 inh: -4; BoNT-F LC inh: 5; MazF activator: -4; FBA Mtb inh: 0; FadD28 binding: 1.5; GDH-TPI counter: 12; UGM FP inh: 3.3

Results for Cc1ccc(S(=O)(=O)N2CCCNCC2)cc1 ?
Rv3671c inh: -4; BioA inh: -4.4; CCHFV vOTU inh: 0; DUSP3 inh: 36; BoNT-F LC inh: -9; MazF activator: 5; FBA Mtb inh: 0; FadD28 binding: -2.6; GDH-TPI counter: -10; UGM FP inh: 0.6

How did CNc1nc(Nc2ccc(C)c(Cl)c2)c2cnn(C)c2n1 do in these assays?
Rv3671c inh: -14; BioA inh: -0.9; CCHFV vOTU inh: -8; DUSP3 inh: 15; BoNT-F LC inh: -9; MazF activator: 7; FBA Mtb inh: 3; FadD28 binding: -0.9; GDH-TPI counter: 0; UGM FP inh: -1.6

How did Nc1c(S(=O)(=O)c2cccs2)c2nc3ccccc3nc2n1Cc1ccc2c(c1)OCO2 do in these assays?
Rv3671c inh: -104; BioA inh: -1.5; CCHFV vOTU inh: -3; DUSP3 inh: 19; BoNT-F LC inh: 0; MazF activator: -6; FBA Mtb inh: 7; FadD28 binding: -7.6; GDH-TPI counter: 10; UGM FP inh: -3.6

Results for O=C(CSc1nc(=O)n(CCN2CCOCC2)c2c1CCCC2)Nc1ccc([N+](=O)[O-])cc1 ?
Rv3671c inh: -4; BioA inh: 2.8; CCHFV vOTU inh: 0; BoNT-F LC inh: -1; MazF activator: 7; FBA Mtb inh: 4; FadD28 binding: 0.2; GDH-TPI counter: 28; UGM FP inh: 1.3

Results for CCSc1nnc(NC(=O)C2CSC3(C)CCC(=O)N23)s1 (stereo not given) ?
Rv3671c inh: 4; BioA inh: -0.4; CCHFV vOTU inh: 12; MazF activator: 5; FBA Mtb inh: 6; FadD28 binding: -1.2; GDH-TPI counter: 5; UGM FP inh: -0.6

What do the screens show for `CCN(c1ccc(C)cc1)S(=O)(=O)c1nnc(NC(=O)c2ccco2)s1`?
Rv3671c inh: -5; BioA inh: -3.5; CCHFV vOTU inh: 18; DUSP3 inh: -10; BoNT-F LC inh: 2; MazF activator: -4; FBA Mtb inh: 5; FadD28 binding: 0.0; GDH-TPI counter: 41*; UGM FP inh: -1.9

Results for COc1ccc(-c2nc3ccc(C(=O)NCCCN4CCOCC4)cc3nc2-c2ccc(OC)cc2)cc1 ?
Rv3671c inh: -30; BioA inh: 8.2; CCHFV vOTU inh: 1; DUSP3 inh: -24; BoNT-F LC inh: 5; MazF activator: -6; FBA Mtb inh: 5; FadD28 binding: -9.9; GDH-TPI counter: -7; UGM FP inh: -0.3

What do the screens show for `O=C(NCc1ccccn1)c1cccc(NS(=O)(=O)c2ccccc2)c1`?
Rv3671c inh: 14; BioA inh: 0.0; CCHFV vOTU inh: 9; MazF activator: 2; FBA Mtb inh: -3; FadD28 binding: -3.8; GDH-TPI counter: -2; UGM FP inh: 1.5

Results for COc1cccc(CNc2ccc(C)c(Cl)c2)c1 ?
Rv3671c inh: 2; CCHFV vOTU inh: 5; DUSP3 inh: 11; BoNT-F LC inh: -6; MazF activator: -2; FBA Mtb inh: -1; FadD28 binding: -2.0; GDH-TPI counter: 9; UGM FP inh: -2.7

Results for COc1cccc(C(=O)NCCNC(=O)c2cnccn2)c1 ?
Rv3671c inh: 0; BioA inh: 5.6; CCHFV vOTU inh: -5; DUSP3 inh: 41; BoNT-F LC inh: 4; MazF activator: -2; FBA Mtb inh: 2; FadD28 binding: -1.1; GDH-TPI counter: 4; UGM FP inh: -0.8

What do the screens show for `O=C(Cn1ncc2c([nH]c3ccccc32)c1=O)N1CCCCC1`?
Rv3671c inh: 1; CCHFV vOTU inh: 10; DUSP3 inh: 13; BoNT-F LC inh: -2; MazF activator: 10; FBA Mtb inh: 4; FadD28 binding: -0.4; GDH-TPI counter: 8; UGM FP inh: 2.0

What do the screens show for `CCOC(=O)Cc1csc(NC(=O)c2ccc([N+](=O)[O-])cc2[N+](=O)[O-])n1`?
Rv3671c inh: 8; BioA inh: -1.3; CCHFV vOTU inh: 14; DUSP3 inh: 8; BoNT-F LC inh: 21; MazF activator: 9; FBA Mtb inh: -1; FadD28 binding: -2.0; GDH-TPI counter: 5; UGM FP inh: 0.6

Results for Cc1cc(OCC(=O)N(C)c2c(N)n(Cc3ccccc3)c(=O)[nH]c2=O)c(C(C)C)cc1Cl ?
Rv3671c inh: -3; CCHFV vOTU inh: -6; BoNT-F LC inh: 4; MazF activator: 5; FBA Mtb inh: 0; FadD28 binding: 0.4; GDH-TPI counter: 1; UGM FP inh: 0.5

How did COC(=O)c1ccc(CSc2nncn2C)cc1 do in these assays?
Rv3671c inh: 2; CCHFV vOTU inh: -14; DUSP3 inh: 6; BoNT-F LC inh: 1; MazF activator: 4; FBA Mtb inh: 2; FadD28 binding: -1.0; GDH-TPI counter: 5; UGM FP inh: 0.5

How did C=CCn1c(C)cc(-c2csc(NCC)n2)c1C do in these assays?
Rv3671c inh: -3; CCHFV vOTU inh: 2; DUSP3 inh: 27; BoNT-F LC inh: -87; MazF activator: -107; FBA Mtb inh: 4; FadD28 binding: 0.2; GDH-TPI counter: 5; UGM FP inh: 0.5

What do the screens show for `COCc1ccc(C(=O)N2CCCC(C(=O)c3ccc(SC)cc3)C2)o1` (stereo not given)?
Rv3671c inh: -6; BioA inh: 9.8; CCHFV vOTU inh: 14; DUSP3 inh: 27; BoNT-F LC inh: -24; MazF activator: -2; FBA Mtb inh: 6; FadD28 binding: -1.4; GDH-TPI counter: 19; UGM FP inh: 1.5

Results for CN[C@H]1C[C@H]2c3cc(N4CCN(C)CC4)ccc3CCN2C(=O)[C@H]1[C@H](C)O ?
BioA inh: 0.4; CCHFV vOTU inh: 6; BoNT-F LC inh: -5; MazF activator: 4; FBA Mtb inh: 6; FadD28 binding: -1.6; GDH-TPI counter: 11

How did COc1ccc(N2CCN(CC(=O)NC(C)c3ccccc3)CC2)cc1 (stereo not given) do in these assays?
Rv3671c inh: 4; BioA inh: -1.6; CCHFV vOTU inh: 6; DUSP3 inh: -10; BoNT-F LC inh: -2; MazF activator: -18; FBA Mtb inh: 3; FadD28 binding: -3.3; GDH-TPI counter: 0; UGM FP inh: 1.0

Results for CCOC(=O)c1c(NC(=O)C2c3ccccc3Oc3ccccc32)sc(C(=O)N(CC)CC)c1C ?
Rv3671c inh: -11; BioA inh: -2.2; DUSP3 inh: 6; BoNT-F LC inh: 20; MazF activator: 0; FBA Mtb inh: -3; FadD28 binding: -0.4; GDH-TPI counter: 2; UGM FP inh: -0.9

How did CCOc1ccc(NC(=O)c2ccc(OC)cc2)cc1 do in these assays?
Rv3671c inh: -2; BioA inh: -1.6; CCHFV vOTU inh: 15; DUSP3 inh: 24; BoNT-F LC inh: -18; MazF activator: 4; FBA Mtb inh: -1; FadD28 binding: 2.0; GDH-TPI counter: -8; UGM FP inh: -1.7

How did COC(=O)c1ccc(NC(=O)CCN2CCN(c3ccccc3)CC2)cc1 do in these assays?
Rv3671c inh: -8; BioA inh: -1.4; CCHFV vOTU inh: 11; DUSP3 inh: 14; BoNT-F LC inh: -33; MazF activator: 5; FBA Mtb inh: -1; FadD28 binding: -3.0; GDH-TPI counter: -2; UGM FP inh: -2.2

What do the screens show for `CC1=C(C(=O)OC2CCCCC2)C(c2ccccc2)NC(=O)N1` (stereo not given)?
Rv3671c inh: 0; BioA inh: 0.6; CCHFV vOTU inh: 9; DUSP3 inh: 35; BoNT-F LC inh: inconclusive; MazF activator: 1; FBA Mtb inh: 1; FadD28 binding: -1.1; GDH-TPI counter: 6; UGM FP inh: 1.9

What do the screens show for `Cc1cc(C)c(S(=O)(=O)n2c([N+](=O)[O-])cnc2C)cc1C`?
Rv3671c inh: 2; CCHFV vOTU inh: -9; DUSP3 inh: 4; BoNT-F LC inh: -4; MazF activator: 1; FBA Mtb inh: 0; FadD28 binding: -2.2; GDH-TPI counter: 6; UGM FP inh: 10*

What do the screens show for `Nc1nc(SCC(=O)c2ccc(F)cc2)n[nH]1`?
Rv3671c inh: 7; BioA inh: 0.2; CCHFV vOTU inh: -6; DUSP3 inh: 13; BoNT-F LC inh: 2; MazF activator: 0; FBA Mtb inh: 2; FadD28 binding: -2.0; GDH-TPI counter: -6; UGM FP inh: -1.1

Results for O=C(OCC(=O)c1ccc[nH]1)c1cncc(Br)c1 ?
Rv3671c inh: 2; BioA inh: -1.9; CCHFV vOTU inh: 6; BoNT-F LC inh: -5; MazF activator: 8; FBA Mtb inh: 1; FadD28 binding: -5.1; GDH-TPI counter: -6; UGM FP inh: 1.1

What do the screens show for `CCNC(=O)COC(=O)c1csc2c1CCCC2`?
Rv3671c inh: 9; BioA inh: -0.7; CCHFV vOTU inh: 0; DUSP3 inh: 7; BoNT-F LC inh: -1; MazF activator: 0; FBA Mtb inh: -5; FadD28 binding: -4.0; GDH-TPI counter: 1; UGM FP inh: 2.1

What do the screens show for `Cc1nn(-c2ccccc2Cl)c2sc(C(=O)Nc3nnc(C4CC4)s3)cc12`?
Rv3671c inh: -11; CCHFV vOTU inh: 2; DUSP3 inh: -10; BoNT-F LC inh: -1; MazF activator: 4; FBA Mtb inh: 3; FadD28 binding: 0.4; GDH-TPI counter: 3; UGM FP inh: -0.2

Quoted at random: two compounds from above.
What do the screens show for `COCc1ccc(C(=O)N2CCCC(C(=O)c3ccc(SC)cc3)C2)o1` (stereo not given)?
Rv3671c inh: -6; BioA inh: 9.8; CCHFV vOTU inh: 14; DUSP3 inh: 27; BoNT-F LC inh: -24; MazF activator: -2; FBA Mtb inh: 6; FadD28 binding: -1.4; GDH-TPI counter: 19; UGM FP inh: 1.5

Results for CN[C@H]1C[C@H]2c3cc(N4CCN(C)CC4)ccc3CCN2C(=O)[C@H]1[C@H](C)O ?
BioA inh: 0.4; CCHFV vOTU inh: 6; BoNT-F LC inh: -5; MazF activator: 4; FBA Mtb inh: 6; FadD28 binding: -1.6; GDH-TPI counter: 11

Bioassay records deposited in PubChem by several laboratories.
